Screens as filed in PubChem BioAssay.
SENP8 block – SENP8 protease inhibitors, primary screen, biochemical, luminescence | inhibition, % at 10 µM | purified SENP8, Z-RLRGG-aminoluciferin cleavage | Sentrin-specific protease 8 (Homo sapiens), Q96LD8 | 330,000 tested, 1.2% active
Target sequence (Q96LD8 whole entry, looked up): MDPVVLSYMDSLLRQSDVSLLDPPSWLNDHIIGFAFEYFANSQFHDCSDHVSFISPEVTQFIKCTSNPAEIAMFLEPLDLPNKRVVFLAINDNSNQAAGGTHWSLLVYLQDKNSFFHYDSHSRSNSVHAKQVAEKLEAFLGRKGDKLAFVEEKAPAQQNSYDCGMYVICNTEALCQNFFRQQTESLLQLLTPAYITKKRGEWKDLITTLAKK
Gli-Sufu block – Gli-Sufu pathway antagonists, primary screen, luciferase luminescence, Sufu-KO-LIGHT cells, uHTS. Sufu-KO-LIGHT fibroblasts, Gli luciferase reporter luminescence. inhibition, % at 5 µM. 340,000 tested, 0.74% active;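 active means inhibition above about 55%, limit read from the data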;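 further: 0% = DMSO-treated cells and 100% = wells with medium but no cells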
Jurkat NFkB inh – inhibitors of induced NF-kB luciferase reporter, primary screen, TCR NF-kB activation inhibitor project, cell-based, luminescence, uHTS. 330,000 tested, 0.53% active. AID 435003, 2010. inhibition, % at 4 µM. Jurkat, PMA/ionomycin-induced NF-kB luciferase reporter
UBC13 inh – UBC13 polyubiquitin chain formation inhibitors, primary screen, biochemical, TR-FRET, uHTS. Ubiquitin-conjugating enzyme E2 N (Homo sapiens), P61088. inhibition, % at 20 µM. 330,000 tested, 0.47% active. AID 485273, 2010; in the data active means inhibition above about 45%, passing the limit was not always enough
Target sequence (P61088 whole entry, looked up): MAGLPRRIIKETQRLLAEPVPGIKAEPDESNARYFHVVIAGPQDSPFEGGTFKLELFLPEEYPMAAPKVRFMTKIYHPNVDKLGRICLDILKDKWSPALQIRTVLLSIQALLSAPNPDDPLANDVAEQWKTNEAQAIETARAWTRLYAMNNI
697 NFkB inh – inhibitors of PMA/ionomycin-induced NF-kB reporter, 697 cells, primary screen, B-cell NF-kB inhibitor project, cell-based, luminescence, uHTS. 697 B-cell NF-kB luciferase reporter, 16 h. inhibition, % at 4 µM. 330,000 tested, 0.33% active; in the data active means inhibition above about 35%
SENP7 inh – SENP7 protease inhibitors, primary screen, biochemical, luminescence, uHTS; Sentrin-specific protease 7 (Homo sapiens), Q9BQF6; AID 434973, 2010; recombinant SENP7, Z-RLRGG-aminoluciferin luminescence, 40 min; inhibition, % at 5 µM; 330,000 tested, 1.5% active;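 active means inhibition above about 50% at the single test dose, limit read from the data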;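 further: plate controls were DMSO with enzyme for no effect and no enzyme buffer wells for full effect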
Target sequence (Q9BQF6 706-1050 limits assumed): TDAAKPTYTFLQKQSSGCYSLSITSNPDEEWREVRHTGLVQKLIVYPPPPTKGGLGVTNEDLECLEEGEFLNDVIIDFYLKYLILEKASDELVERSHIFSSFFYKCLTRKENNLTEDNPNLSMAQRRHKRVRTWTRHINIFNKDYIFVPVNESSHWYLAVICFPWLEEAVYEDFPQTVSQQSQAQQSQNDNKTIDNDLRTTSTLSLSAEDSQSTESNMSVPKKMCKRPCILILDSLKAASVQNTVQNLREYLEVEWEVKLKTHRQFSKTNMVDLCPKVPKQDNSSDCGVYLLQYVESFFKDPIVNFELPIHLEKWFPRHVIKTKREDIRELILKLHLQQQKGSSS
HKDC1 inhibitor – HKDC1 hexokinase inhibitors, primary screen, biochemical, fluorescence, uHTS; Q2TB90; recombinant HKDC1, G6PDH/diaphorase resazurin coupled fluorescence; inhibition, % at 20 µM; 340,000 tested, 0.16% active; AID 493160, 2011;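 active means inhibition above about 35% when tested at 20 µM, limit read from the data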;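 further: plate controls were DMSO wells with enzyme for no effect and DMSO wells lacking enzyme for full effect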
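Incubation: 90 min at room temperature in dark / Material: recombinant HKDC1 (HK5) hexokinase enzyme, produced in-house / Quantity: enzyme 5 µg/mL final / Compound: one dose of 20 µM, 1% DMSO / Reagent: glucose and ATP substrates / Buffer or medium: Tris pH 8.0 buffer with MgCl2, Tween-20, BSA, BME / Technique: resorufin fluorescence at 613 nm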
Apaf1 inhib – inhibitors of human Apaf-1 apoptosome, primary screen, biochemical, DEVD-Rh110 fluorescence, uHTS; reconstituted apoptosome caspase-3 activity; AID 489030, 2010; Apoptotic protease-activating factor 1 (Homo sapiens), O14727; 330,000 tested, 0.71% active; inhibition, % at 20 µM; active means inhibition of at least 40% at 20 µM;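 further: plate controls were DMSO wells for no effect and DEVD-CHO caspase inhibitor wells for full effect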
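Material: reconstituted apoptosome with Apaf-1, cytochrome c, caspase-9, procaspase-3, dATP; medium: pH 7.5 Hepes buffer with CHAPS, BSA, DTT; also added: cytochrome c and DEVD-Rh110 substrate; timing: 30 min plus 50 min, RT; signal: Rh110 fluorescence intensity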
* hit, by the source's call. Unless noted, no stated cut-off is given here; in the data, active means inhibition above about 50%; inactive means the rest.

How did CC1CC(=O)c2cnc(N3CCOCC3)nc2C1 (centres undefined) do in these assays?
SENP8 block: 11; Gli-Sufu block: -1; Jurkat NFkB inh: 12; UBC13 inh: 0; 697 NFkB inh: 15; SENP7 inh: -5; HKDC1 inhibitor: 15; Apaf1 inhib: -14

How did Cc1c(N2C(=O)CS/C2=N\N=C\c2ccccc2O)c(=O)n(-c2ccccc2)n1C do in these assays?
SENP8 block: -8; Gli-Sufu block: -11; Jurkat NFkB inh: -8; UBC13 inh: -5; 697 NFkB inh: 19; SENP7 inh: -5; HKDC1 inhibitor: -10; Apaf1 inhib: 2

Results for CCOc1ccc(Nc2nc3c(c(=O)[nH]2)CCCC3)cc1 ?
SENP8 block: 2; Gli-Sufu block: -2; Jurkat NFkB inh: -9; UBC13 inh: 9; 697 NFkB inh: 1; SENP7 inh: 11; HKDC1 inhibitor: 3; Apaf1 inhib: 0

How did CCOC(=O)c1cnn(-c2ncnc3c2cnn3C)c1N do in these assays?
SENP8 block: -7; Gli-Sufu block: -30; Jurkat NFkB inh: -40; UBC13 inh: 7; 697 NFkB inh: -69; SENP7 inh: -1; HKDC1 inhibitor: 1; Apaf1 inhib: -1

Results for Cc1cc(C(=O)NC2CCC(O)CC2)c(C)o1 (centres undefined) ?
SENP8 block: 3; Gli-Sufu block: 6; Jurkat NFkB inh: 14; UBC13 inh: 11; 697 NFkB inh: 5; SENP7 inh: -5; HKDC1 inhibitor: -6; Apaf1 inhib: -8

Results for Cc1cc(C)c(C)c(S(=O)(=O)Nc2cccc(S(=O)(=O)Nc3ccccc3C(=O)O)c2)c1C ?
SENP8 block: -3; Gli-Sufu block: 9; Jurkat NFkB inh: 7; UBC13 inh: 1; 697 NFkB inh: 14; SENP7 inh: 4; HKDC1 inhibitor: 2; Apaf1 inhib: 1

Results for C[C@@H](C(=O)NCCc1c[nH]c2ccccc12)[C@@H]1C[C@@]1(C)[C@@H](NC(=O)OCc1ccccc1)c1ccccc1 ?
SENP8 block: -3; Gli-Sufu block: 1; Jurkat NFkB inh: 3; UBC13 inh: -16; 697 NFkB inh: -14; SENP7 inh: -15; HKDC1 inhibitor: 2; Apaf1 inhib: 9

Results for CCc1sc(N(C(=O)Cc2ccccc2)c2ccc(F)cc2)nc1-c1ccccc1 ?
SENP8 block: -6; Gli-Sufu block: 26; Jurkat NFkB inh: 20; UBC13 inh: -3; 697 NFkB inh: 1; SENP7 inh: 2; HKDC1 inhibitor: 0; Apaf1 inhib: 24

Results for Cc1sc2nc(CN(C(=O)NC3CCCCC3)C3CCCCC3)[nH]c(=O)c2c1C ?
SENP8 block: -3; Gli-Sufu block: 13; Jurkat NFkB inh: -23; UBC13 inh: -19; 697 NFkB inh: -39; SENP7 inh: -4; HKDC1 inhibitor: -7; Apaf1 inhib: 11

How did O=C(Nc1ccccc1N1CCCC1)c1ccc(N2CCCC2=O)cc1 do in these assays?
SENP8 block: -3; Gli-Sufu block: -6; Jurkat NFkB inh: -31; UBC13 inh: -4; 697 NFkB inh: -44; SENP7 inh: 4; HKDC1 inhibitor: 0; Apaf1 inhib: 9

What do the screens show for `Cc1cc(/C=N/O)c(C)n1-c1ccccc1`?
SENP8 block: 0; Gli-Sufu block: 20; Jurkat NFkB inh: -8; UBC13 inh: -6; 697 NFkB inh: -1; SENP7 inh: -1; HKDC1 inhibitor: -1; Apaf1 inhib: 1

Results for COc1ccccc1NC(=O)C/C(N)=N/OCC(=O)Nc1cccc(Cl)c1 ?
SENP8 block: -4; Gli-Sufu block: -6; Jurkat NFkB inh: 10; UBC13 inh: 8; 697 NFkB inh: -10; SENP7 inh: -7; HKDC1 inhibitor: 3; Apaf1 inhib: 0

Results for COc1cc(N2C(=O)c3ccccc3C2=O)c(Cl)cc1C(=O)OCC(=O)N1CCOCC1 ?
SENP8 block: 8; Gli-Sufu block: -6; Jurkat NFkB inh: 1; UBC13 inh: 6; 697 NFkB inh: 14; SENP7 inh: 8; HKDC1 inhibitor: -4; Apaf1 inhib: -2

Results for CCCCS(=O)(=O)NC1=NCN(Cc2ccco2)CN1 ?
SENP8 block: 0; Gli-Sufu block: 4; Jurkat NFkB inh: -18; UBC13 inh: -7; 697 NFkB inh: -4; SENP7 inh: -10; HKDC1 inhibitor: -4; Apaf1 inhib: 10

How did S=C(NCC1CCCO1)N1CCN(c2ccccc2)CC1 (centres undefined) do in these assays?
SENP8 block: 2; Gli-Sufu block: 5; Jurkat NFkB inh: -8; UBC13 inh: 1; 697 NFkB inh: 15; SENP7 inh: 0; HKDC1 inhibitor: -6; Apaf1 inhib: -12

Results for Cc1nn(CCCC(=O)NCCc2ccccc2)c(=O)c2nn(-c3ccccc3)c(C)c12 ?
SENP8 block: 4; Gli-Sufu block: -11; Jurkat NFkB inh: 3; UBC13 inh: 2; 697 NFkB inh: 7; SENP7 inh: 3; HKDC1 inhibitor: -3; Apaf1 inhib: 3

What do the screens show for `Cc1cccc(NC(=O)C2(c3cccs3)CCOCC2)c1`?
SENP8 block: 4; Gli-Sufu block: 1; Jurkat NFkB inh: 11; UBC13 inh: -4; 697 NFkB inh: -5; SENP7 inh: 4; HKDC1 inhibitor: -14; Apaf1 inhib: -10

Results for COc1ccc(NC(C)=O)cc1NC(=O)CN1CCN(C(=O)c2ccco2)CC1 ?
SENP8 block: 2; Gli-Sufu block: 0; Jurkat NFkB inh: 5; UBC13 inh: 7; 697 NFkB inh: 24; SENP7 inh: 1; HKDC1 inhibitor: -8; Apaf1 inhib: -22

What do the screens show for `Cc1ccc(CNC(=O)C23CN(Cc4ccccc4)CC2C(c2ccc([N+](=O)[O-])cc2)=NO3)o1` (centres undefined)?
SENP8 block: 5; Gli-Sufu block: 98*; Jurkat NFkB inh: 12; UBC13 inh: -7; 697 NFkB inh: 11; SENP7 inh: -2; HKDC1 inhibitor: 0; Apaf1 inhib: 0

How did O=C(NC1(C(F)(F)F)NC(=O)N(CCc2ccccc2)C1=O)C1CC1 (centres undefined) do in these assays?
SENP8 block: 1; Gli-Sufu block: -1; Jurkat NFkB inh: -5; UBC13 inh: -14; 697 NFkB inh: -4; SENP7 inh: 9; HKDC1 inhibitor: -8; Apaf1 inhib: 11

For convenience, 3 of the compounds above.
Results for COc1ccc(NC(C)=O)cc1NC(=O)CN1CCN(C(=O)c2ccco2)CC1 ?
SENP8 block: 2; Gli-Sufu block: 0; Jurkat NFkB inh: 5; UBC13 inh: 7; 697 NFkB inh: 24; SENP7 inh: 1; HKDC1 inhibitor: -8; Apaf1 inhib: -22

What do the screens show for `Cc1ccc(CNC(=O)C23CN(Cc4ccccc4)CC2C(c2ccc([N+](=O)[O-])cc2)=NO3)o1` (centres undefined)?
SENP8 block: 5; Gli-Sufu block: 98*; Jurkat NFkB inh: 12; UBC13 inh: -7; 697 NFkB inh: 11; SENP7 inh: -2; HKDC1 inhibitor: 0; Apaf1 inhib: 0

How did O=C(NC1(C(F)(F)F)NC(=O)N(CCc2ccccc2)C1=O)C1CC1 (centres undefined) do in these assays?
SENP8 block: 1; Gli-Sufu block: -1; Jurkat NFkB inh: -5; UBC13 inh: -14; 697 NFkB inh: -4; SENP7 inh: 9; HKDC1 inhibitor: -8; Apaf1 inhib: 11

(listing goes on)
How did CCCN(C(=O)CSc1nc2ccccc2n1CC)C1CCS(=O)(=O)C1 (centres undefined) do in these assays?
SENP8 block: -11; Gli-Sufu block: -4; Jurkat NFkB inh: -12; UBC13 inh: -7; 697 NFkB inh: -17; SENP7 inh: -15; HKDC1 inhibitor: -8; Apaf1 inhib: 13

Results for O=[N+]([O-])c1ccc(O)c(C2=NNC(c3ccccc3F)C2)c1 (centres undefined) ?
SENP8 block: 85*; Gli-Sufu block: -85; Jurkat NFkB inh: -69; UBC13 inh: -8; 697 NFkB inh: -112; SENP7 inh: 39; HKDC1 inhibitor: -3; Apaf1 inhib: 10

Results for Cc1cc(NC(=O)CSCc2nc(-c3cccc(Cl)c3)oc2C)no1 ?
SENP8 block: -5; Gli-Sufu block: -2; Jurkat NFkB inh: -11; UBC13 inh: 0; 697 NFkB inh: 5; SENP7 inh: 6; HKDC1 inhibitor: -3; Apaf1 inhib: -4

How did Cc1noc(C)c1CC(=O)Nc1ccc2c(c1)OCO2 do in these assays?
SENP8 block: 3; Gli-Sufu block: -7; Jurkat NFkB inh: -15; UBC13 inh: 3; 697 NFkB inh: 4; SENP7 inh: 9; HKDC1 inhibitor: -2; Apaf1 inhib: 2

Results for Cc1cc(Nc2cccc(C(F)(F)F)c2)n2nc(C)nc2n1 ?
SENP8 block: -6; Gli-Sufu block: -3; Jurkat NFkB inh: -6; UBC13 inh: 1; 697 NFkB inh: 5; SENP7 inh: 16; HKDC1 inhibitor: -4; Apaf1 inhib: -6

Results for CCSc1nc(N2CCOCC2)c2c(c1C#N)CCCC2 ?
SENP8 block: 0; Gli-Sufu block: 18; Jurkat NFkB inh: -5; UBC13 inh: 43; 697 NFkB inh: -3; SENP7 inh: -3; HKDC1 inhibitor: 5; Apaf1 inhib: 28

Results for CC(C(=O)OCC(=O)N1CCN(c2ccccc2)CC1)N1C(=O)c2ccccc2C1=O (centres undefined) ?
SENP8 block: -13; Gli-Sufu block: -14; Jurkat NFkB inh: -8; UBC13 inh: -11; 697 NFkB inh: 12; SENP7 inh: -1; HKDC1 inhibitor: -4; Apaf1 inhib: 1

What do the screens show for `COc1cc(OC)c(C(=O)NNC(=O)CN(C)S(=O)(=O)c2ccc(Cl)cc2)cc1OC`?
SENP8 block: 3; Gli-Sufu block: -11; Jurkat NFkB inh: -1; UBC13 inh: 1; 697 NFkB inh: -10; SENP7 inh: -1; HKDC1 inhibitor: -6; Apaf1 inhib: 4

How did Cc1ccc2c(c1)-c1c(ssc1=S)C(C)(C)N2C(=O)CN1C(=O)c2ccccc2C1=O do in these assays?
SENP8 block: 6; Gli-Sufu block: 11; Jurkat NFkB inh: -1; UBC13 inh: -18; 697 NFkB inh: -21; SENP7 inh: 2; HKDC1 inhibitor: 0; Apaf1 inhib: 18

Results for O=C(O)c1sc2cc(C(F)(F)F)cnc2c1-c1ccccn1 ?
SENP8 block: 1; Gli-Sufu block: -15; Jurkat NFkB inh: 8; UBC13 inh: 1; 697 NFkB inh: 0; SENP7 inh: -1; HKDC1 inhibitor: 2; Apaf1 inhib: -3

What do the screens show for `CCCC(CCC)C(=O)Nc1cccc(-c2cn3c(n2)SCC3)c1`?
SENP8 block: -8; Gli-Sufu block: 7; Jurkat NFkB inh: -6; UBC13 inh: -6; 697 NFkB inh: -8; SENP7 inh: 6; HKDC1 inhibitor: 0; Apaf1 inhib: 12

Results for CC(C)(C)C1CCC(=O)N(CCSc2ccccc2)CC1 (centres undefined) ?
SENP8 block: -15; Gli-Sufu block: -60; Jurkat NFkB inh: -118; UBC13 inh: 7; 697 NFkB inh: -160; SENP7 inh: 10; HKDC1 inhibitor: -5; Apaf1 inhib: 13

How did CC(C(=O)O)N(C(=O)c1ccccc1)c1ccc(F)cc1 (centres undefined) do in these assays?
SENP8 block: 4; Gli-Sufu block: -4; Jurkat NFkB inh: 18; UBC13 inh: -4; 697 NFkB inh: 1; SENP7 inh: 7; HKDC1 inhibitor: 0; Apaf1 inhib: -6

How did COc1ccc(N(C(=O)c2cccnc2)S(=O)(=O)c2cccs2)cc1 do in these assays?
SENP8 block: 1; Gli-Sufu block: 6; Jurkat NFkB inh: -4; UBC13 inh: -5; 697 NFkB inh: 8; SENP7 inh: -1; HKDC1 inhibitor: -9; Apaf1 inhib: -5
